Screening data from PubChem BioAssay.
Pyk2 oligo antag: Pyk2 (human) oligomerization antagonism. actives 0.83% (n = 99,000). Q14289. z-score (the deposit names both 25 µM and 10 µM). AID 1347419. Q293 cells, Pyk2 FERM NanoBiT luminescence; stronger effect = lower value;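 active = Z-score of -3 or lower, scaled per plate to the spread of control and sample wells; inactive = z-score above -3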;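 note: negative z-score means lost luminescence so less FERM oligomerization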
LYP act: activators of human LYP (PTPN22) phosphatase; recombinant LYP, DiFMUP fluorescence; 0 = plate median, 100 = signal doubled; activation, % at 2 µM; actives 0.11% (n = 96,000);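 active = activation at 2 µM above a set limit, the mean plus 5 SD, cut at about 37% in these data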
FAK inh: inhibitors of human focal adhesion kinase; biochemical FAK kinase activity assay; inhibition, %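 (tested at 7 µM)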; actives 0.84% (n = 97,000); Q05397; in the data active = inhibition above about 19%;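 note: 0% = DMSO and 100% = reference compound high control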
Target sequence (Q05397 whole entry, looked up): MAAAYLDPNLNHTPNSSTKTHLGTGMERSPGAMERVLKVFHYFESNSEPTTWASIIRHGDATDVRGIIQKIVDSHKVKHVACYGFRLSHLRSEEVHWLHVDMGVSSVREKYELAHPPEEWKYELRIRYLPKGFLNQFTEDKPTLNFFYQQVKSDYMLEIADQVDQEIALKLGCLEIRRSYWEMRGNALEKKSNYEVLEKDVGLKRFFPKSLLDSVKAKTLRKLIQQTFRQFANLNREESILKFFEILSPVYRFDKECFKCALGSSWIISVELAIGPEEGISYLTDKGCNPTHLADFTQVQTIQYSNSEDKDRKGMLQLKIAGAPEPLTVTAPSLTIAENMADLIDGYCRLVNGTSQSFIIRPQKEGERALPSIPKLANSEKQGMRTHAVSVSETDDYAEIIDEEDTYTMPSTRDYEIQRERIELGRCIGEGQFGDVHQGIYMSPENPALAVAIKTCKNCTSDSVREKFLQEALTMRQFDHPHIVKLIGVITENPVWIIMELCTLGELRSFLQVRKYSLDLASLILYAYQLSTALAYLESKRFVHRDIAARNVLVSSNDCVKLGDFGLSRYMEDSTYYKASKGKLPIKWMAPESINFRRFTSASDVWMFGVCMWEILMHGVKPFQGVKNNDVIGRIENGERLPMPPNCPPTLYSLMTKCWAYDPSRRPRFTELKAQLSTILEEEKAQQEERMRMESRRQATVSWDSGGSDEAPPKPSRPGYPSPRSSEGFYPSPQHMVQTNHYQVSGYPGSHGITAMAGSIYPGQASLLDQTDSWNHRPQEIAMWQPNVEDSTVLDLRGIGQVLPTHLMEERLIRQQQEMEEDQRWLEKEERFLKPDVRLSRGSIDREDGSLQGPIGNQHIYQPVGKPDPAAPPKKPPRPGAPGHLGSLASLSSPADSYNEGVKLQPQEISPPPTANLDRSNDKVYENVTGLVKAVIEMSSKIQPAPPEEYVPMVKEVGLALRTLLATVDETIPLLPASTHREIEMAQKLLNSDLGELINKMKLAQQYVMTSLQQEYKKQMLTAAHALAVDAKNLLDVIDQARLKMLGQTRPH
cytoskel mod: alters cytoskeleton assembly in HUVEC cells; inhibition, % at 2 µM; HUVEC TNFa F-actin phalloidin imaging, high content; AID 836; actives 0.18% (n = 91,000);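 active = inhibition above the batch mean plus 3 SD and confirmed as a hit by visual image inspection, cut at about 30% in these data, passing the limit was not always enough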; note: strong numbers were not always called active
VCAM1 TNFa inh: reduces TNF alpha induced VCAM1 expression in HUVEC | HUVEC TNFa-induced VCAM-1 immunofluorescence, high-content imaging | inhibition, % at 2 µM | actives 0.48% (n = 95,000) | AID 802;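 active = inhibition above the batch mean plus 3 SD, with images confirmed as a hit by eye, cut at about 37% in these data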;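 note: 0% = TNF-stimulated DMSO wells and 100% = unstimulated control wells; not every result past the cut was called active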
ERa SRC1 inh: ER-alpha (human) coactivator binding inhibition | TR-FRET ER-alpha LBD / SRC-1 peptide, estradiol-bound | inhibition, % at 25.6 µM | actives 1.7% (n = 86,000) | AID 629; in the data active = inhibition above about 50%;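 note: 0% = receptor plus peptide control and 100% = peptide only without receptor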
PTPN22 inh 2: blocks human PTPN22 phosphatase activity; Q9Y2R2; recombinant LYP catalytic domain, DiFMUP fluorescence; inhibition, % at 2 µM; actives 0.21% (n = 96,000); AID 640;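 active = inhibition at 2 µM at or above a set limit, the screen mean plus 3 SD, cut at about 24% in these data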;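 note: 0% = DMSO with enzyme and 100% = enzyme fully blocked by orthovanadate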
HUVEC tox IL1B: toxic to HUVEC cells under IL-1B stimulation; HUVEC cell count loss, Hoechst imaging, IL-1B stimulated; cell count reduction, % at 2 µM; actives 0.41% (n = 94,000); AID 845;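 active = cell count reduction more than 3 SD above the screen-wide mean, cut at about 70% in these data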;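 note: normalized per plate to untreated control cells as the no-loss baseline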
TNFa cytotox: HUVEC cytotoxicity counter-screen, TNF alpha stimulated | HUVEC TNFalpha-stimulated, Hoechst cell count, imaging | cell count reduction, % at 2 µM | actives 0.17% (n = 93,000);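 active = cell count reduction exceeding the screen mean by over 5 SD, scaled to untreated wells per plate, cut at about 78% in these data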;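 note: cells counted after 24 h of TNF alpha exposure following the 1 h pretreatment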
The depositor's hits bear a star; / = no result given; [ ] = another dose, or the depositor's remark.

SMILES	Pyk2 oligo antag	LYP act	FAK inh	cytoskel mod	VCAM1 TNFa inh	ERa SRC1 inh	PTPN22 inh 2	HUVEC tox IL1B	TNFa cytotox
CCOC(=O)c1coc(CNC(=O)c2c(C)oc3c2CCCC3)c1	1.28	3.8	-4.2	/	/	3.4	-3.2	/	/
CCN(CC(=O)NC1CCCC1)S(=O)(=O)c1ccc(C)cc1	0.2	0.1	1.8	-7.5	-8.7	94.9*[fluorescence artefact?]	-1.9	2.0	-3.1
O=C(c1ccco1)N1CCN(C(=O)c2cnn3c2NC(c2cccs2)CC3C(F)(F)F)CC1 (configuration not stated)	-0.27	5.1	-1.3	12.9	8.4	-1.3	-6.8	-91.0	-7.9
C#CCn1c(=NC(=O)c2ccc(Br)s2)sc2cccc(OC)c21	/	-13.3	-406.3	2.6	-4.6	57.0*[fluorescence artefact?]	12.5	-3.9	-18.4
CC(NS(=O)(=O)c1ccc(Cl)cc1)C(c1cccs1)N1CCN(C)CC1 (configuration not stated)	0.6	-10.4	-1.0	-5.3	-16.9	-23.0	5.2	19.8	-9.6
O=C(Nc1c(F)cc(F)cc1Br)c1ccco1	-0.29	-1.4	4.8	25.0	13.1	-8.4	5.7	-17.0	-6.7
CCOc1cc(C2NC(=O)NC(C)=C2C(=O)OCc2ccccc2)ccc1O (configuration not stated)	-0.49	-12.6	2.5	-5.5	-1.7	-8.6	10.8	7.2	10.3
CCOC(=O)N1CCC(NC(=O)Cn2ncc3c2-c2cc(C)ccc2OC3)CC1	/	5.6	1.0	-1.8	2.1	-1.9	-8.8	-7.0	-7.7
CCC(C(=O)OC)n1cnc2c(nnn2-c2cccc(Cl)c2)c1=O (configuration not stated)	/	-3.6	-1.8	-12.3	12.8	9.3	0.7	4.9	-14.9
COc1ccc(OCc2ccc(C(=O)O)cc2)cc1	0.84	2.5	-0.2	-5.6	-0.4	3.9[fluorescence artefact?]	-2.1	5.9	-8.1
CC1=CC(C)(C)NC(=S)N1c1ccccc1	0.3	-7.5	-0.5	-6.2	17.3	-2.9	7.4	-23.0	-14.1
CCOc1ccc(N2CC(C(=O)OCC(=O)NCc3ccccc3)CC2=O)cc1 (configuration not stated)	1.12	5.4	0.0	3.4	21.6	/	-2.8	-36.9	-11.3
S=c1nc(-c2ccccc2)[nH]n1-c1ccccc1	0.28	0.8	-9.3	-10.3	6.3	-12.2	-3.1	-28.8	-12.3
CC(C)NC(=S)NNC(=O)C12CC3CC(CC(C3)C1)C2	0.33	7.2	-1.8	12.5	2.5	-3.2	-8.0	-35.5	-19.7
CCCOc1ccc(CCN2CCC(=O)NC2=O)cc1C	0.18	5.7	-0.3	10.8	11.5	/	-5.4	6.3	-40.7
Cc1ccc(C)c(C(=O)CC2(O)C(=O)N(C)c3ccccc32)c1 (configuration not stated)	0.3	-4.8	-0.5	5.7	2.8	0.6	1.5	16.7	-13.8
CC1(C(=O)O)CCC(C(=O)Nc2ccccc2O)C1(C)C (configuration not stated)	-0.21	-6.8	2.7	-1.7	-6.1	-4.8	7.2	/	-10.3
CCOC(=O)c1ccc(NCn2c(=O)oc3ccccc32)cc1	1.85	1.6	-4.2	/	14.5	6.9	-2.0	3.0	-22.4
CN(Cc1ccccc1)C(=O)c1ccccc1NC(=O)c1ccco1	0.19	-3.3	-1.0	-16.4	5.5	-4.8	5.9	87.6*	-2.3
N#CC1=C(N)OC2=C(C(=O)CCC2)C1C1C=CCCC1 (configuration not stated)	-0.25	-5.4	-1.4	20.5	-1.9	/	6.6	-3.3	-39.1

Another view of four compounds above.
Structure: S=c1nc(-c2ccccc2)[nH]n1-c1ccccc1
  Pyk2 oligo antag = 0.28
  LYP act = 0.8
  FAK inh = -9.3
  cytoskel mod = -10.3
  VCAM1 TNFa inh = 6.3
  ERa SRC1 inh = -12.2
  PTPN22 inh 2 = -3.1
  HUVEC tox IL1B = -28.8
  TNFa cytotox = -12.3
Structure: CC(C)NC(=S)NNC(=O)C12CC3CC(CC(C3)C1)C2
  Pyk2 oligo antag = 0.33
  LYP act = 7.2
  FAK inh = -1.8
  cytoskel mod = 12.5
  VCAM1 TNFa inh = 2.5
  ERa SRC1 inh = -3.2
  PTPN22 inh 2 = -8.0
  HUVEC tox IL1B = -35.5
  TNFa cytotox = -19.7
Structure: CCCOc1ccc(CCN2CCC(=O)NC2=O)cc1C
  Pyk2 oligo antag = 0.18
  LYP act = 5.7
  FAK inh = -0.3
  cytoskel mod = 10.8
  VCAM1 TNFa inh = 11.5
  ERa SRC1 inh = /
  PTPN22 inh 2 = -5.4
  HUVEC tox IL1B = 6.3
  TNFa cytotox = -40.7
Structure: Cc1ccc(C)c(C(=O)CC2(O)C(=O)N(C)c3ccccc32)c1 (configuration not stated)
  Pyk2 oligo antag = 0.3
  LYP act = -4.8
  FAK inh = -0.5
  cytoskel mod = 5.7
  VCAM1 TNFa inh = 2.8
  ERa SRC1 inh = 0.6
  PTPN22 inh 2 = 1.5
  HUVEC tox IL1B = 16.7
  TNFa cytotox = -13.8

Following part
SMILES	Pyk2 oligo antag	LYP act	FAK inh	cytoskel mod	VCAM1 TNFa inh	ERa SRC1 inh	PTPN22 inh 2	HUVEC tox IL1B	TNFa cytotox
CC(=O)c1c(C(C)=O)c(C)n(Cc2ccc3c(c2)OCO3)c1C	-0.22	-1.0	0.5	3.1	-1.6	-9.8	-1.0	-28.0	-20.8
O=C(CN(C(=O)CCC(=O)Nc1nccs1)c1cccc(F)c1)NCC1CCCO1 (configuration not stated)	0.36	-5.5	3.7	4.3	8.4	-0.4[fluorescence artefact?]	4.4	7.0	2.7
O=C(OCC#CCSc1nnc(-c2ccncc2)o1)c1cccs1	1.88	4.8	-4.1	/	/	-0.2	-0.6	-0.3	/
C=CCc1c(C)nc(SC)nc1Nc1ccc(C(C)=O)cc1	-1.49	-2.6	-4.6	-17.4	1.7	-3.2	1.5	5.5	-39.3
COc1ccc(-c2nc(-c3ccccc3)nc(Cl)c2C#N)cc1	0.01	8.0	-9.8	/	-2.1	/	-6.1	9.2	1.3
Cc1ccc(NC(=O)N2CCc3ccccc32)cc1	-0.84	-4.7	0.0	-18.0	-4.6	3.8	1.1	/	13.8
C=CCn1c(C)c(C(C)=O)c(N2CCOCC2)nc1=S	-0.39	-2.7	-2.7	-18.1	-1.1	-7.7	2.7	9.4	-7.1
O=C(O)CCC(=O)N1CCN(c2nc(-c3ccccc3Cl)c3cc(Br)ccc3n2)CC1	0.4	-1.3	-6.6	-4.9	-1.0	-2.5	6.3	11.6	7.3
CCCS(=O)(=O)N1CCC(C(=O)NCCCN2CCC(Cc3ccccc3)CC2)CC1	1.34	-11.3	0.8	-5.9	-9.5	-11.3	10.9	/	2.7
CCN(CC)CCn1c(SCC(=O)NCc2ccco2)nc2c(sc3ccccc32)c1=O	0.56	-1.2	-2.0	3.9	4.9	11.9	-0.6	-8.5	0.9
COCCNC(=O)CN1C(=O)CC(C)(C)S(=O)(=O)c2ccccc21	/	-1.9	-2.3	6.3	-7.8	-7.0	-1.0	6.0	-29.4
Cc1nc2ccc(Br)cn2c(=O)c1Cl	0.16	4.2	2.2	36.6	-4.2	-1.8	-6.7	-18.6	-12.1
CCOc1ccc2[nH]c(=S)[nH]c2c1	1.64	5.1	-0.9	14.3	-16.0	-0.7	-4.1	2.7	10.6
COc1cc2cc(CN(Cc3nnnn3Cc3ccco3)C3CCCCC3)c(=O)[nH]c2cc1OC	-0.06	-7.6	9.6	35.7	1.0	7.7	7.3	-9.6	-5.4
COc1ccc(N2C(=O)C3CCCN3C2c2ccccc2)cc1Cl (configuration not stated)	0.64	-2.9	2.1	-26.4	-40.8	-2.5	0.5	-19.8	-14.7
COC(=O)c1ccccc1NC(=O)N1CCN(S(=O)(=O)c2ccc(Cl)cc2)CC1	-0.8	1.5	2.7	-30.4	9.6	-2.2	-4.6	-3.3	-14.8
CC1CCCN(C(=O)Cn2c(=O)oc3ccccc32)C1 (configuration not stated)	-0.1	2.8	-1.4	0.9	11.7	-2.7	-2.4	-17.8	-10.4
O=C(O)CCCCc1nc2ccccc2s1	1.82	1.7	-2.3	/	12.3	-12.5	-0.3	0.3	-11.3
CCN(CC)C(c1ccc(C)cc1)c1nnnn1C1CCCCC1 (configuration not stated)	0.29	15.0	-0.6	-6.4	9.3	-0.4	-17.0	-10.7	-5.5
CC(SC1=NCCS1)C(=O)Nc1nnc(-c2ccc(F)cc2)s1 (configuration not stated)	/	5.0	-2.5	-11.8	14.5	6.7[fluorescence artefact?]	-6.0	9.9	-10.5
COC(=O)CCC(=O)Nc1ccc(Br)cc1	0.35	30.2	3.2	-1.6	6.9	/	-28.8	-33.3	-33.3
CCCCC1CC(CSc2ncn[nH]2)OC1=O (configuration not stated)	0.19	-9.2	0.6	-7.5	0.8	3.9	6.9	-23.0	-7.0
CS(=O)(=O)N(CCc1ccccc1)CC(=O)N1CCN(Cc2ccc3c(c2)OCO3)CC1	2.97	-8.3	-1.7	10.4	10.7	-2.9	3.5	-18.0	-8.6
Cc1cccc(-n2ncc3c(N4CCC(C)CC4)ncnc32)c1	/	1.5	-1.9	8.2	11.1	-0.6	-3.9	-23.8	-21.2
CCCN1C(=O)C(NC(=O)c2ccncc2)(C(F)(F)F)C2=C1CC(C)(C)CC2=O (configuration not stated)	0.38	-4.0	0.4	4.3	8.9	-3.7	4.6	4.9	-18.1
C=CCSc1nc2ccccc2c(=O)[nH]1	/	-8.8	3.8	6.5	-13.5	-3.4	8.3	13.0	7.7
CC1(C)C(=O)Nc2ccccc2N1C(=O)COC(=O)CCSc1ccccc1	0.44	9.0	0.7	-11.2	-9.8	/	-10.5	1.3	6.8
O=C(On1c(-c2ccccc2)nc2ccccc2c1=O)c1ccco1	-0.02	-6.9	-1.7	4.3	-1.9	26.4	10.2	15.5	-10.6
COc1ccc2c(c1)c(C(=O)CN1CCN(C(=O)c3ccco3)CC1)c(C)n2C	1.18	4.4	-2.4	-11.6	9.1	-13.6	-7.3	-5.1	-32.2
CCN(CC)S(=O)(=O)c1ccc(/C(O)=C(\C#N)c2nc3ccccc3n2C)cc1	-2.1	2.7	3.9	-8.5	0.3	3.0	-5.5	-2.3	-7.2
O=C(Nc1nnc(SCc2ccccc2)s1)c1cc2c(s1)CCCC2	0.28	-1.7	-6.8	-1.2	-0.4	14.7[fluorescence artefact?]	-0.9	-10.1	11.4
CCOC(=O)c1cc(-c2ccccc2)sc1NC(=O)C(C)N1C(=O)NC(C)(c2ccc(Cl)cc2)C1=O (configuration not stated)	-0.61	0.2	-0.6	-7.2	-4.6	/	0.5	0.3	2.4
COC(=O)CCC(=O)c1oc2ccccc2c1NC(=O)CCCN1C(=O)c2ccccc2C1=O	-0.29	-4.6	-8.6	52.6	-1.2	-8.7	4.0	-14.3	-28.6
COc1cccc(-n2c(COc3ccc(C)cc3)nnc2SCC(=O)O)c1	0.98	-3.2	-0.5	-10.8	8.8	-3.1	5.4	26.1	-2.2
O=C(OCCNc1ncc(C(F)(F)F)cc1Cl)c1ccc(S(=O)(=O)N2CCOCC2)cc1	1.22	-12.5	-3.0	8.8	-44.2	8.4	10.7	-31.7	-50.7
CCOC(=O)CN(C(=O)CSc1nnc(C)n1-c1ccccc1)c1cccc([N+](=O)[O-])c1	0.66	-3.0	-2.2	0.8	5.3	-5.0	0.3	17.0	9.6
Cc1ccc2nc(NC(=O)c3ccc4c(c3)OCO4)sc2c1	-0.16	-8.3	-17.8	-16.8	-12.0	/	11.6	-12.6	-11.0
CC(C)(C)NC(=O)c1ccc2c(c1)C(=O)N(C1CCCCC1)C2=O	-1.73	-10.2	-2.5	23.9	-12.6	-2.5	13.2	12.8	4.8
CCOC(=O)c1nnn(-c2nonc2N)c1CNC(C)C	0.48	3.9	0.2	-22.0	-3.5	-0.3[fluorescence artefact?]	-2.6	-12.2	-12.7
O=C(O)c1cc2n(n1)C(C(F)(F)F)CC(c1ccco1)N2 (configuration not stated)	1.58	5.5	-1.1	-19.7	1.9	0.0	-9.0	-4.9	7.0
COc1cc(S(=O)(=O)NCc2ccccc2)ccc1F	0.55	-11.2	-1.2	7.4	-8.0	-10.5	8.6	-8.3	-27.3
